# Assay outcomes from PubChem BioAssay.
# Sm TGR inh – S. mansoni TGR enzyme inhibition; Potency, µM (highest dose often 114 µM), without a hit: at the top dose activity change, negative = inhibition, hits mostly inhibitors; purified TGR, DTNB reduction, TNB absorbance 405 nm; actives 3% (n = 360,000); Q962Y6; AID 485364; also: potency is read from the fitted curve at half-maximal effect; nearly all actives have a fitted effect of over 60% in size
#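 TGR 20 nM + NADPH 100 uM (dispensed conc.), cpd preinc 15 min RT; start with NADPH (500 uM addition) then DTNB (15 mM addition). Kinetic TNB absorbance, 405 nm filter. Four-parameter Hill fit across titration.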
# HCMV inh – blocks human cytomegalovirus replication; AID 1259415; HFF cells, HCMV-luciferase reporter, 72 h; active compounds read low; activity change, negative = inhibition, % at 57.5 µM; actives 4.5% (n = 410,000); in the data active = activity change below about -60%; inconclusive = no clear call, values can overlap the other calls; inactive = above about -39%
#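 Cell-based, HFFs, 1000 cells/well, 16 h 37C; cpds in DMSO + HCMV-luc, MOI 1 PFU/cell; 72 h 37C; OneGlo luminescence after 5 min RT; norm. to buffer vs Salinomycin 10uM.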
# Giardia FBPA inh – blocks Giardia fructose-bisphosphate aldolase activity. A8B2U2. purified Giardia FBPA. Potency, µM (series often up to 59.6 µM), for the others: at the highest dose activity, negative = inhibition, actives largely listed as inhibitors. actives 0.71% (n = 290,000). AID 2451; also: potency is read from the fitted curve at half-maximal effect; nearly all actives have a fitted effect of over 55% in size
# Target sequence (A8B2U2 whole entry, looked up): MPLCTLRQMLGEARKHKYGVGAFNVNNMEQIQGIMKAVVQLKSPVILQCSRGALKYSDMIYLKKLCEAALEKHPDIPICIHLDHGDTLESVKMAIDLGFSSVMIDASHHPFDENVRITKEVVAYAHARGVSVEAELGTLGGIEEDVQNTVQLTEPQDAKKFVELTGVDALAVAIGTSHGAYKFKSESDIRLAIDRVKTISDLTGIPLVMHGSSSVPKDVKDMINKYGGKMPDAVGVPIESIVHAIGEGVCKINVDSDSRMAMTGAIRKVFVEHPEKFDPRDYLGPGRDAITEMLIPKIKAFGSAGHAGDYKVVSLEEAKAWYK
#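 40 nM FBPA preincubated 10 min at RT with compound (up to 57.5 uM final), then substrate plus GAPDH/TPI/NAD/arsenate coupling and diaphorase/resazurin added. Fluorescence read after 20 min at RT, 525/598 nm.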
# AmpC inh detg – AmpC beta-lactamase inhibition with detergent present; P00811; AmpC hydrolysis of nitrocefin, absorbance 480 nm, 0.01% Triton; Potency, µM (highest dose often 114 µM), without a hit: top-dose activity change, negative = inhibition, most hits filed as inhibitors; actives 0.041% (n = 370,000);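 also: potency is read from the fitted curve at half-maximal effect; 0% = no-compound wells and -100% = no-enzyme wells; nearly all actives have a fitted effect of over 25% in size; some results filed as inactive show a strong effect at the top dose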
# Target sequence (P00811 whole entry, looked up): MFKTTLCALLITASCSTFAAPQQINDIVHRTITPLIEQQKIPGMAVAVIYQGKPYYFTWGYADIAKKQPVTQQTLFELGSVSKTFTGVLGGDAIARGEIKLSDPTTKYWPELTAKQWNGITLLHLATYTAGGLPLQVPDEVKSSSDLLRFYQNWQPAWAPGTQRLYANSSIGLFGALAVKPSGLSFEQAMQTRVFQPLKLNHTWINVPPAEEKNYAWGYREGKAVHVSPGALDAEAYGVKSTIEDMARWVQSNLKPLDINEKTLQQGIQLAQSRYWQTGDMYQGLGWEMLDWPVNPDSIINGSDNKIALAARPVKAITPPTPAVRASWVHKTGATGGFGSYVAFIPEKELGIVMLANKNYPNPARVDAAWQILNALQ
#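 AmpC (5.3 nM in the dispensed reagent) in 20 mM phosphate pH 7.0 with 0.01% (detergent screen) or 0.0001% Triton X-100 was preincubated with compounds for 15 min at room temperature. Nitrocefin was then added from an 800 uM solution, and hydrolysis was followed at 480 nm.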
# AMA1 RON2 block – inhibitors of Plasmodium falciparum AMA1-RON2 interaction | AlphaScreen AMA1-biotinylated RON2 peptide binding | Potency, µM (top dose mostly 58.2 µM), without a hit: at the top dose activity change, negative = inhibition, hits mostly inhibitors | actives 0.2% (n = 360,000) | AID 720542;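 also: potency is read from the fitted curve at half-maximal effect; 0% = vehicle wells and -100% = peptide control; nearly all actives have a fitted effect of over 45% in size; some results filed as inactive show a strong effect at the top dose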
#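 AMA1 (3D7) with his tag at 25 nM final met compounds first, then biotinylated RON2 peptide at 25 nM; detection used donor plus acceptor beads, 10 µg/mL apiece, read by AlphaScreen after 30 min at room temperature.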
# AmpC inh no detg – inhibitors of E. coli AmpC beta-lactamase without detergent. Potency, µM (doses to about 57.1 µM), for the others: top-dose activity change, negative = inhibition, most hits filed as inhibitors. actives 0.52% (n = 330,000). AmpC nitrocefin hydrolysis, absorbance 480 nm, 0.0001% Triton. P00811;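 also: potency is read from the fitted curve at half-maximal effect; plate controls were no compound for no effect and no enzyme for full effect; nearly all actives have a fitted effect of over 20% in size; some results filed as inactive show a strong effect at the top dose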
#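 AmpC (5.3 nM in the dispensed reagent) in 20 mM phosphate pH 7.0 with 0.01% (detergent screen) or 0.0001% Triton X-100 was preincubated with compounds for 15 min at room temperature. Nitrocefin was then added from an 800 uM solution, and hydrolysis was followed at 480 nm.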
# An asterisk follows results filed as active; ? = inconclusive; · = not tested or not shown; [ ] = dose if it differs, or a comment. Unless noted, calls follow the shape of the dose curve; as a rule, active = well fitted curve in the direction sought with a large enough effect; inconclusive = small, poorly fitted or top-dose-only effect, or another doubt; inactive = no such curve, though single readings can be large; an effect the other way counts as inactive or inconclusive. Unless noted, % is scaled to controls: 0 for no effect and ±100 for the full control effect.
SMILES,Sm TGR inh,HCMV inh,Giardia FBPA inh,AmpC inh detg,AMA1 RON2 block,AmpC inh no detg
Brc1ccc(-c2nnc(-c3ccccc3Br)o2)cc1,4%,127,1%,-5%,13%,19%
O=C(COC(=O)c1ccccc1NS(=O)(=O)c1cccs1)NCC12CC3CC(CC(C3)C1)C2,-9%,14,-4%,?,3%,-19%
CCOc1ccc(S(=O)(=O)N2CCOCC2)cc1NC(=O)C1CCC1,-9%,28,·,?,8%,-4%
COc1ccc(NC(=O)CNC(=O)C23CC4CC(CC(C4)C2)C3)c(OC)c1,-10%,9,·,?,-5%,14%
Cn1cccc1Cc1nnc(SCC(N)=O)n1CCc1ccccc1,-25%,4,2%,?,6%,2%
Cc1ccc2oc(-c3cc(NC(=O)c4ccco4)ccc3Cl)nc2c1,2%,21,·,14%,·,·
Cc1cc(N=Nc2ccccc2C(=O)O)c(C)c(C)c1O,33%,9,-13%,4%,-10%,-26%
CC(C)(C)/C=N/NC(=O)CNC(=O)c1ccc2c(c1)OCCO2,2%,2,4%,-2%,76%[activator],-14%
COc1cc(OC)cc(C(=O)NC2CCN(C(=O)N3c4ccccc4Sc4ccccc43)CC2)c1,5%,-3,-7%,0%,-3%,14%
CCCCCCC(=O)NCC(=O)OCC(=O)c1ccccc1,-2%,-13,-2%,-4%,4%,-6%
CC(C)CN(CC(C)C)C(=O)COn1nnc2ccc(S(=O)(=O)N3CCOCC3)cc21,-2%,?,·,0%,0%,-16%
CCCc1cc(=O)oc2cc(OCC(=O)NC3CC(C)(C)NC(C)(C)C3)ccc12,4%,0,-1%,1%,5%,-3%
CCOC(=O)Cc1csc(SCc2nc3sc4c(c3c(=O)[nH]2)CCC4)n1,1%,-14,-3%,-1%,3%,-7%
Cc1ccc(-n2ncc(C(=O)N3CCN(c4ccccn4)CC3)c2C2CCN(C(=O)OC(C)(C)C)CC2)cc1C,31%,?,·,21%,·,·
Nc1cc(OC(=O)c2ccco2)nn1S(=O)(=O)c1ccc(F)cc1,32µM*,-22,-1%,2%,-16%,-25%
CN(C)S(=O)(=O)c1ccc(C(=O)N2CCN=C2SCc2cccnc2)cc1,9%,-15,0%,-13%,0%,22%
CCCS(=O)(=O)c1nc(S(=O)(=O)c2ccc(C)cc2)c(N2CCC(O)CC2)s1,-6%,-33,·,-10%,7%,63%[activator]
Cc1cc(C)n(-c2nc3ccccc3s2)n1,15%,10,0%,10%,13%,1%
CC(C)c1c(O)nc(SCCN2CCOCC2)[nH]c1=O,7%,61,-3%,-13%,-3%,-5%
Cc1ccc(S(=O)(=O)c2c(O)cc(C)c(NS(=O)(=O)c3ccc(Cl)cc3)c2C)cc1,-1%,2,·,3%,·,·
C=CCSC1=NNC(c2ccc(C(C)(C)C)cc2)=NN1,10%,-24,-5%,5%,-4%,-17%
O=C(CSc1nc2ncccc2[nH]1)c1ccc2c(c1)OCO2,3%,-14,1%,-9%,-2%,-17%
CCc1nc(C)c(C#N)c2cc(OC)c(OC)cc12,4%,-7,-3%,-2%,-6%,-13%
CCN1CCN(Cc2nc3c(c(=O)[nH]c(=O)n3C)n2Cc2ccccc2Cl)CC1,0%,-5,-1%,?,-8%,-21%
COc1cc(/C=C(/C#N)c2nc3ccccc3c(=O)[nH]2)ccc1O,0%,-30,-7%,7%,25%,28µM*
# Next results
SMILES,Sm TGR inh,HCMV inh,Giardia FBPA inh,AmpC inh detg,AMA1 RON2 block,AmpC inh no detg
O=C(Nc1ccccc1)Nc1ccc2c(c1)CCC2,5%,55,-5%,11%,-9%,-35%
Cc1nnc(N(C)C(=O)c2ccc3c(c2)OCO3)s1,-7%,21,2%,1%,3%,-4%
Cc1oc(-c2cccc(Cl)c2)nc1Cn1c(SCc2ccc(F)cc2)nc2cccnc21,3%,39,·,14%,·,·
COc1ccc(N2CCN(C(=O)CSc3nnnn3-c3ccc4c(c3)OCCO4)CC2)cc1,-6%,?,-2%,?,-8%,25%
CCc1ccc(OCC(=O)Nc2cc(-c3ccc(C)cc3)no2)cc1,-4%,56,·,19%,·,·
CC(C)(C)c1cc(C(=O)N/N=C/c2ccncc2)n[nH]1,57%[activator],?,·,4%,21%,3%
COCCCNC(=O)c1oc2c(c1C)-c1nn(Cc3ccc(Cl)cc3)cc1CC2,2%,-17,·,4%,·,·
CCCCN(C(=O)c1ccc(N2CCCC2=O)cc1)c1c(N)n(Cc2ccccc2)c(=O)[nH]c1=O,-2%,15,·,-8%,-6%,-7%
O=c1c2oc3ccccc3c2n(Cc2cccc(C(F)(F)F)c2)c(=O)n1Cc1ccc2c(c1)OCO2,13%,-23,·,22%,·,·
O=C(NCC1(c2ccccc2)CCCC1)c1ccc(Br)cc1,10%,-19,-13%,1%,-1%,-16%
CCCCOC(=O)c1nc[nH]c1C(=O)OCCCC,·,-28,-4%,1%,15%,-7%
CC(C)CCOc1ccc(C(=O)NNC(=O)CNC(=O)c2ccccc2F)cc1,·,-3,·,·,59%[activator],-14%
CCOC(=O)N1CCC(NC(=O)CN2C(=O)CSc3nc(C)cc(C)c32)CC1,13%,52,-6%,?,·,-20%
O=C(c1ccco1)N1CCN(S(=O)(=O)c2c(Cl)cccc2Cl)CC1,5%,6,18%,-13%,28%,-5%
CCOC(=O)[C@@H]1[C@H]2COc3ccccc3[C@@H]2N2C(=O)N(c3ccccc3)C(=O)[C@@]12C,-25%,·,-4%,-10%,6%,-2%
Cc1ccc(C(=O)CCC(=O)N2CCC(C(N)=O)CC2)s1,7%,-7,·,-6%,-4%,-34%
CN(C(=O)c1ccc2c(=O)n3c(nc2c1)CCCCC3)c1ccccc1F,0%,-22,2%,-5%,0%,30%
CCOc1ncccc1C(=O)OCC(=O)c1ccccc1Br,-2%,0,-1%,-14%,12%,-17%[11.4 µM]
Cc1ccc(C)c(OCCC(=O)NCCc2ccc(S(N)(=O)=O)cc2)c1,-1%,-2,·,4%,16%,10%
CSc1nsc(SC)c1C(=O)NCCNS(=O)(=O)c1ccc(C)cc1,0%,-13,-22%,0%,2%,-20%
CCOC(=O)c1ccc(N2Cc3ccccc3C2=NC(=O)c2cccs2)cc1,-5%,-21,-1%,7%,1%,-16%
CC(Sc1nc(N2CCOCC2)nc(N2CCOCC2)n1)C(=O)Nc1ccccc1 (centres undefined),5%,1,5%,5%,9%,3%
Cc1ccc(C(=O)NCC(=O)N2CCCCCC2)cc1,-2%,-3,4%,1%,-6%,2%
Cc1ccccc1N(C)S(=O)(=O)c1ccc2[nH]cc(C(=O)NCC3CCCO3)c(=O)c2c1 (centres undefined),3%,·,4%,1%,-6%,26%
O=C(COC(=O)Cc1ccc([N+](=O)[O-])cc1)NCc1ccc2c(c1)OCO2,·,-9,·,·,-4%,-26%

# Complete entries as entered above. Order of screens: Sm TGR inh	HCMV inh	Giardia FBPA inh	AmpC inh detg	AMA1 RON2 block	AmpC inh no detg
# Record of Cc1ccccc1N(C)S(=O)(=O)c1ccc2[nH]cc(C(=O)NCC3CCCO3)c(=O)c2c1 (centres undefined) : 3%	·	4%	1%	-6%	26%
# Record of CCOC(=O)c1ccc(N2Cc3ccccc3C2=NC(=O)c2cccs2)cc1 : -5%	-21	-1%	7%	1%	-16%
# Record of CC(C)(C)c1cc(C(=O)N/N=C/c2ccncc2)n[nH]1 : 57%[activator]	?	·	4%	21%	3%
# Record of CCOc1ncccc1C(=O)OCC(=O)c1ccccc1Br : -2%	0	-1%	-14%	12%	-17%[11.4 µM]
# Record of CCOC(=O)[C@@H]1[C@H]2COc3ccccc3[C@@H]2N2C(=O)N(c3ccccc3)C(=O)[C@@]12C : -25%	·	-4%	-10%	6%	-2%

# Later entries:
SMILES,Sm TGR inh,HCMV inh,Giardia FBPA inh,AmpC inh detg,AMA1 RON2 block,AmpC inh no detg
CCN(CC)c1ccc(Nc2cc3n(c(=O)n2)CCc2cc(OC)c(OC)cc2-3)cc1,-32%,28,11%,0%,?,60%
CC12COC3(C(N)=O)CC1CCC32C (centres undefined),-14%,-3,1%,-1%,-9%,-10%
COc1cccc(CNC(=O)c2ccc3nc(-c4ccc(F)cc4)c(-c4ccc(F)cc4)nc3c2)c1,-1%,-23,·,-1%,·,·
CCOC(=O)c1ccc2nc(CCC(=O)N[C@H](C(=O)OC)C(C)C)c(=O)n(CC)c2c1,-16%,-5,4%,-3%,0%,98%[activator]
c1cc(-c2nnn(CCOCCn3nnc(-c4ccncc4)n3)n2)ccn1,3%,18,20%,-8%,-9%,-10%
Cc1ccc(C(=O)OCC(=O)Nc2sc3c(c2C#N)CCC3)cc1,-25%,-2,7%,-3%,24%,-27%
C/C(=N\Nc1nc2ccccc2[nH]1)c1ccc(N2CCOCC2)cc1,0%,100,-4%,?,?,-32%[11.4 µM]
CCOC(=O)N1CCN(S(=O)(=O)c2ccc(F)c(C(=O)Nc3ccc(C)c(Cl)c3)c2)CC1,-1%,-26,-4%,?,-5%,58%
CCCCN(C(=O)c1ccc([N+](=O)[O-])o1)c1c(N)n(CCCC)c(=O)[nH]c1=O,-35%,-22,·,-16%,1%,-12%
O=C(CCCc1c[nH]c2ccccc12)NCc1ccc2c(c1)OCO2,1%,-1,-1%,-1%,-1%,-28%
CN=c1scc(-c2ccccc2F)n1/N=C/c1ccc(O)c(O)c1O,18µM*,-78*,7.9µM*,-9%,7%,-58%
COC(=O)c1sccc1NC(=O)c1ccccc1[N+](=O)[O-],0%,-23,10%,-7%,-1%,-14%
O=C(NC1(C(F)(F)F)C(=O)Nc2c1c(=O)[nH]c(=O)n2-c1ccccc1)c1ccccc1 (centres undefined),7%,19,·,8%,·,·
CC(C)C(=O)Nc1cccc(NC(=O)c2cccc([N+](=O)[O-])c2)c1,9%,-10,-2%,3%,1%,-16%
COCc1cc(C)[nH]c(=O)c1C(=O)NC12CC3CC(CC(C3)C1)C2,-27%,-21,2%,1%,5%,193%[activator]
COc1ccc(Cl)cc1C(=O)NNC(=S)NC(=O)c1ccc(F)c(F)c1,-18%,·,?,1%,40%[activator],-21%
C[n+]1ccccc1COc1ccc(C(C)(C)C)cc1,4%,?,-6%,-8%,1%,1%
COc1cc(-c2cc(C(=O)Nc3ccc(N4CCOCC4)cc3)c3ccccc3n2)cc(OC)c1OC,-1%,0,-12%,-3%,-18%,118%[activator]
CCOCCn1c(N2CCN(c3ccc(OC)cc3)CC2)nc2c1c(=O)n(C)c(=O)n2C,0%,-38,3%,-15%,-3%,27%
COc1ccc(C(=O)C(C)[n+]2ccc(-c3nnc4n3CCCCC4)cc2)cc1 (centres undefined),?,17,1%,-5%,-8%,5%
C=CCNC(=O)/C(=C\c1ccc(Br)cc1)NC(=O)c1ccccc1OC,·,8,4%,3%,4%,25%
COC(=O)N/N=C/c1ccc(-c2ccc(C)c(Cl)c2)o1,-2%,36,2%,-6%,-9%,-4%
COC(=O)C(Cc1ccc(O)cc1)NC(=O)c1ccccc1OC (centres undefined),-7%,23,3%,-2%,5%,8%
